# PGK inhibitor = T. brucei PGK inhibition. P07378. PGK/GAPDH coupled, Kinase-Glo luminescence, 60 min. Potency, µM (doses to about 57.5 µM), for inactives: at the top dose activity change, negative = inhibition, usual class: inhibitors. actives 0.043% (n = 380,000). AID 602233; also: % is scaled to controls: 0 for no effect and ±100 for the full control effect; nearly all actives have a fitted effect of over 60% in size
#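 Luminescent ATP detection (Kinase-Glo Plus) follows a 60-minute room-temperature incubation, with wells lacking PGK as controls. Buffer: 100 mM TEA (pH 7.6), 5 mM MgCl2, 0.01% Tween-20. Coupling enzyme GAPDH (100 nM final) supplies unstable 1,3-BPG in-well.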
# 12-LOX inh = blocks human arachidonate 12S-lipoxygenase; P18054; purified 12hLO, xylenol orange hydroperoxide absorbance; Potency, µM (highest dose often 108 µM), inactives show at the highest dose activity change, negative = inhibition, usual class: inhibitors; actives 1.1% (n = 580,000); also: % is scaled to controls: 0 for no effect and ±100 for the full control effect
#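 Purified human 12hLO at 150 nM in 25 mM Hepes, 0.01% Triton X-100, pH 7.0, preincubated 15 min at room temperature with compound. Reaction started with 40 uM arachidonic acid, 30 min at room temperature. Hydroperoxide measured by Fe-xylenol orange, 573/405 nm absorbance ratio.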
# TrxR1 inh = rat TrxR1 inhibition. actives 1% (n = 390,000). recombinant rTrxR1, NADPH fluorescence consumption, selenite substrate. Potency, µM (top dose mostly 114 µM), for inactives: at the highest dose activity change, negative = inhibition, usual class: inhibitors; also: % is scaled to controls: 0 for no effect and ±100 for the full control effect; nearly all actives have a fitted effect of over 65% in size
#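 Rat TrxR1 (90 nM in the dispensed reagent) was pre-reduced with 400 uM NADPH for 5 min at room temperature, then incubated with compound for 15 min. After 400 uM selenite was added, NADPH fluorescence (Ex 340/Em 450 nm) was followed for 8 min.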
# HP1b binding inh = HP1-beta chromodomain-methylated histone interaction inhibition. P83916. Potency, µM (highest dose often 114 µM), without a hit: top-dose activity change, negative = inhibition, most hits filed as inhibitors. AlphaScreen HP1-beta / biotin-H3K9me3 peptide binding. actives 0.56% (n = 390,000); also: nearly all actives have a fitted effect of over 70% in size; inactives centre near 23
#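 HP1-beta protein (50 nM final) preincubated 30 min at room temperature with biotinylated H3(1-18)K9me3 peptide (50 nM) in PBS pH 7.4, 0.01% Tween-20, then compound added for 30 min. AlphaScreen streptavidin donor/nickel chelate acceptor beads (10 ug/mL final), 30 min dark, luminescence read.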
# ERG Ets-DNA blk = ERG Ets/DNA interaction inhibition. P11308. fluorescence polarization, His-ERG Ets domain / labelled DNA. Potency, µM (doses to about 76.9 µM), inactives show at the top dose FP activity, negative = inhibition, actives largely listed as inhibitors. actives 0.028% (n = 370,000); active = well fitted inhibition curve with a large enough effect in the polarisation, with a control signal flat; inconclusive = small, poorly fitted or top-dose-only effect, or effect the other way, or a change in a side signal; inactive = no such curve, though single readings can be large or run the other way; the % refers to the polarisation;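 also: polarization taken with two DNA probes labelled with fluorescein and Texas red; % of control where 0% means no effect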
#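 His-tagged ERG Ets domain (1 uM in the protein solution; 300mM KCl, 50mM Tris-HCl, 1mM EDTA, 1mM DTT, pH 7.5) received compound, then a probe mix of 5 nM fluorescein-DNA and 100nM Texas-615-DNA. Fluorescence polarization was read for both dyes.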
# Pin1 inhibitor = inhibitors of human Pin1 | Q13526 | Pin1 FP peptide displacement, HiFluor488, 10 min | Potency, µM (doses to about 115 µM), without a hit: at the top dose activity, negative = inhibition, most hits filed as inhibitors | actives 0.009% (n = 390,000) | AID 504891; active = well fitted inhibition curve with a large enough effect in the polarisation, with a control signal flat, not every such curve was filed as active; inconclusive = small, poorly fitted or top-dose-only effect, or effect the other way, or a change in a side signal; inactive = no such curve, though single readings can be large or run the other way; the % refers to the polarisation; also: % is scaled to controls: 0 for no effect and ±100 for the full control effect
# GLS inhibitor = glutaminase GLS (human) inhibition. AID 624170. Potency, µM (titrated, usually from 45.5 µM), for inactives: at the highest dose activity change, negative = inhibition, usual class: inhibitors. O94925. GLS enzymatic activity, qHTS titration. actives 0.21% (n = 410,000); also: % is scaled to controls: 0 for no effect and ±100 for the full control effect
#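 Compounds were pin-transferred onto hKGA, after which L-glutamine (1 mM solution) and a detection mix of glutamate oxidase, HRP and Amplex Red were added. Initial and 30 min RT fluorescence reads were collected.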
# RGS4 inh = human RGS4 inhibition | P49798 | Transcreener GDP fluorescence polarization, RGS4-accelerated GTP hydrolysis | Potency, µM (series often up to 114 µM), without a hit: at the top dose activity change, negative = inhibition, usual class: inhibitors | actives 0.039% (n = 390,000); also: % is scaled to controls: 0 for no effect and ±100 for the full control effect; nearly all actives have a fitted effect of over 75% in size; some results filed as inactive show a strong effect at the top dose
#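 MLSMR compounds (23 nl, pin-transferred) preincubated 10 min at room temperature with a 500nM (2x) first reagent, then RGS4 at 900nM (2x) plus Transcreener GDP mix added; fluorescence polarization (620/688 nm) read before and after 90 min at 30 °C.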
# JMJD2A Tudor = inhibitors of human JMJD2A Tudor domain. AID 504339. O75164. actives 4.4% (n = 390,000). Potency, µM (series often up to 114 µM), for inactives: top-dose activity change, negative = inhibition, actives largely listed as inhibitors. AlphaScreen JMJD2A-Tudor / H3K4me3 peptide binding; also: % is scaled to controls: 0 for no effect and ±100 for the full control effect; nearly all actives have a fitted effect of over 50% in size
# Target sequence (O75164 whole entry, looked up, the tested form may be a part): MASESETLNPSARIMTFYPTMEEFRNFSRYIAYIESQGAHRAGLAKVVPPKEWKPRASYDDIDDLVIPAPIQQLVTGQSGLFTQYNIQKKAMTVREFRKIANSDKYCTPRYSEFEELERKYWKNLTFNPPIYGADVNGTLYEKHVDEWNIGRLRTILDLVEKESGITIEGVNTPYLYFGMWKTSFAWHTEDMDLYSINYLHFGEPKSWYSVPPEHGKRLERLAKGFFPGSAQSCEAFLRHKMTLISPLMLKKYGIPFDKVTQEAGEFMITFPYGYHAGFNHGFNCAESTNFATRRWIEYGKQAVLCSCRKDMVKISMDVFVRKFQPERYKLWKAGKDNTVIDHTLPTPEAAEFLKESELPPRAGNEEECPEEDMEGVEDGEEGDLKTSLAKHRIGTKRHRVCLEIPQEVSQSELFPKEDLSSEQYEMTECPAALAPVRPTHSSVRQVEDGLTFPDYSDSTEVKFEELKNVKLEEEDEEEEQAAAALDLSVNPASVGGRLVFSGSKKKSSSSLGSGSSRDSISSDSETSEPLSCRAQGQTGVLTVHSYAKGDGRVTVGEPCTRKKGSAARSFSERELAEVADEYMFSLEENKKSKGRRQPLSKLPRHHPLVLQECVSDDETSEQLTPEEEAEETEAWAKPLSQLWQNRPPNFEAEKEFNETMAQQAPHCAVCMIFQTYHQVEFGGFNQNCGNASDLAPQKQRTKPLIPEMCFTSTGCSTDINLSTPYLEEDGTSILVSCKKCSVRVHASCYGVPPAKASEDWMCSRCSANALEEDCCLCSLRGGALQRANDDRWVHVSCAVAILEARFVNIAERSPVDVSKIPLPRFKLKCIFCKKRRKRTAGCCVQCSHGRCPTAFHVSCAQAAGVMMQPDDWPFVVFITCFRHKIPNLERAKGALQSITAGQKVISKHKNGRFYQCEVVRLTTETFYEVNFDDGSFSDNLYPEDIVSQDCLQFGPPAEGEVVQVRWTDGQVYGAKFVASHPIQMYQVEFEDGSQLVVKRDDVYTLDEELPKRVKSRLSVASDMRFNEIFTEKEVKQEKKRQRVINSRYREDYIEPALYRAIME
# Numbers without * were called inactive; i = inactive; ? = inconclusive; / = not tested or not shown; [ ] = remark or other dose. Unless noted, calls follow the shape of the dose curve; as a rule, active = well fitted curve in the direction sought with a large enough effect; inconclusive = small, poorly fitted or top-dose-only effect, or another doubt; inactive = no such curve, though single readings can be large; an effect the other way counts as inactive or inconclusive. Potency is read from the fitted curve at half-maximal effect. These rows are one share of the data (hit frequency here may not be typical).
SMILES,PGK inhibitor,12-LOX inh,TrxR1 inh,HP1b binding inh,ERG Ets-DNA blk,Pin1 inhibitor,GLS inhibitor,RGS4 inh,JMJD2A Tudor
C#CCOCCOCCOCCNc1nc(N2CCN(C(=O)Cn3cc(CCCN=C(N)N)nn3)CC2)nc(N2CCN(C(=O)[C@H]([C@@H](C)O)n3cc(CCCCN)nn3)CC2)n1,-6%,6%,71µM*,27%,-3%,1%,-2%,-6%,-12%
Cn1c(=O)c(=O)n(C)c2cc(S(=O)(=O)Nc3ccc(Cl)c(C(F)(F)F)c3)ccc21,0%,-15%,11%,34%,1%,-3%,-7%,17%,-11%
CCN(C(=O)COC(=O)c1c(-c2ccccc2)noc1C)C1CCS(=O)(=O)C1 (stereo unspecified),-6%,47%[activator],37%[57.1 µM],-8%,-5%,-3%,-16%,7%[11.4 µM],-22%[11.4 µM]
CCC(C)(C)NC(=O)CSc1nc(Cc2ccccc2)nc2ccccc12,-2%,9%,12%,23%,3%,-5%,-14%,7%,-10%
Cc1cc(C[n+]2ccccc2)c2nsnc2c1,-3%,6%,27%,15%,/,1%,2%,0%,-4%
CN(Cc1ccccc1)C(=O)c1nc[nH]c1C(=O)N1CCN(C(=O)OC(C)(C)C)CC1,0%,15%,20%,19%,-5%,-2%,3%,18%,-11%
CC1CCCN(CC(O)CN2CCN(CC(O)CN3CCCC(C)C3)C(C)C2)C1 (stereo unspecified),-8%,-4%,2%,26%,-2%,-6%,-16%,2%,-7%
COc1ccc(S(=O)(=O)N(CC(=O)NCc2ccccn2)Cc2ccccc2)cc1,3%,-2%,-6%[57.1 µM],-6%,-1%,-16%,7%,13%,1%
O=C(NC1CCC(O)CC1)c1ccc(S(=O)(=O)NCc2ccco2)cc1 (stereo unspecified),-6%,1%,-1%,24%,1%,-2%,4%,12%,-11%
O=C(CN1CCN(c2ccccc2)CC1)Nc1ccc(-n2cnnn2)cc1,-9%,-22%,10%,11%,/,2%,9%,5%,-27%
CCn1c(SCC(=O)N2CCc3ccccc3C2)nc2c1c(=O)n(C)c(=O)n2C,-2%,0%,8%,42%,4%,1%,1%,6%,-9%
CCc1cccc(CC)c1NC(=S)N1CCn2cccc2C1c1cccnc1 (stereo unspecified),i,23%,5%[11.4 µM],0%,-2%,1%,-7%,-16%,-24%
COCn1c(C(O)c2ccccc2)cc2ccccc21 (stereo unspecified),-6%,1%,6%,28%,6%,-3%,4%,30%,-9%
NC(=O)COC(=O)c1cc(Cl)cc(Cl)c1N,-5%,35%[activator],-9%[57.1 µM],4%,-2%,-1%,3%,-3%,0%
Cc1nc2ccccc2c2c1C(=O)N(C)C2=O,/,-2%[57.4 µM],5%,27%,/,-1%,-8%,11%,-20%
N#Cc1cnc(NCc2ccc(Cl)cc2Cl)nc1,-7%,/,17%,26%,0%,-2%,-1%,-10%,-7%
COc1ccc(C(=O)N2CCN(c3ccccc3OC)CC2)cc1,5%,-1%,3%,39%[activator],1%,0%,7%,33%,-4%
COc1cc(S(=O)(=O)N2CCCCC2)ccc1NC(=O)Cc1ccccc1,?,8%,39%[activator],0%,15%,-3%,1%,-4%,-3%
CC(C)Oc1ccc(CNS(=O)(=O)c2ccc3c(c2)C(C)(C)C(=O)N3C)cc1,0%,-20%,15%[57.1 µM],27%,-1%,6%,3%,-9%,9%
COc1ccc(N(CC(=O)NCc2ccc(Cl)cc2)S(=O)(=O)c2c(C)noc2C)cc1,i,?,6%,37%[activator],9%,2%,-4%,-12%,-8%

# Nothing new here: entries from further up.
SMILES,PGK inhibitor,12-LOX inh,TrxR1 inh,HP1b binding inh,ERG Ets-DNA blk,Pin1 inhibitor,GLS inhibitor,RGS4 inh,JMJD2A Tudor
COc1cc(S(=O)(=O)N2CCCCC2)ccc1NC(=O)Cc1ccccc1,?,8%,39%[activator],0%,15%,-3%,1%,-4%,-3%
CC(C)Oc1ccc(CNS(=O)(=O)c2ccc3c(c2)C(C)(C)C(=O)N3C)cc1,0%,-20%,15%[57.1 µM],27%,-1%,6%,3%,-9%,9%
COc1ccc(N(CC(=O)NCc2ccc(Cl)cc2)S(=O)(=O)c2c(C)noc2C)cc1,i,?,6%,37%[activator],9%,2%,-4%,-12%,-8%

# Continued:
SMILES,PGK inhibitor,12-LOX inh,TrxR1 inh,HP1b binding inh,ERG Ets-DNA blk,Pin1 inhibitor,GLS inhibitor,RGS4 inh,JMJD2A Tudor
N=c1sccn1CC(=O)Nc1ccc2c(c1)CCC2,1%,?,23%,38%[activator],-5%,-3%,-27%,-12%,-14%
O=C(NCc1ccc(F)cc1)c1cnc(-c2ccccn2)nc1C(F)(F)F,-2%,0%,22%,67%[activator],5%,0%,-3%,-18%,-22%
CCOC(=O)CSc1nnc(Cn2c(=O)sc3ccccc32)n1-c1ccccc1C,8%,?,7%[57.1 µM],61%[activator],-1%,8%,9%,-4%,-7%
O=C(Nc1cccc(C(=O)N2CCCC2)c1)c1ccccc1Cl,2%,24%,3%,21%,-3%,1%,2%,1%,-1%
COC(=O)c1ccccc1NC(=O)c1nc(S(=O)(=O)Cc2ccccc2F)ncc1Cl,-6%,-19%,?,77%[activator],1%,-6%,-3%,-26%,-3%
CCOc1cc2[nH]c(=S)n(CCC(=O)NCc3ccco3)c(=O)c2cc1OCC,-4%,0%,38%[57.1 µM],31%,10%,0%,4%,-12%,-16%
CC(C)(C)NC(=O)/C(=C\c1cccnc1)NC(=O)c1ccco1,-8%,-4%,1%,40%[activator],-4%,2%,11%,-10%,-1%
O=C(c1ccccc1)N(C1=NCCCCS1)c1ccccc1,0%,-17%,-5%,13%,-4%,6%,5%,27%,0%
CC1CCc2c(C(=O)Nc3ccc(N4CCOCC4)cc3)csc2C1 (stereo unspecified),-4%,0%,-3%[57.1 µM],3%,-2%,1%,2%,-10%,-13%
COc1ccc(/C=C/C(=O)Nc2nc(C)c(C(=O)N(C)C)s2)cc1,5%,0%,8%,44%,1%,1%,-5%,4%,-5%
COc1ccc(CC(=O)NC2CC(=O)N(c3ccc(C)c(C)c3)C2)cc1OC (stereo unspecified),i,-13%,8%[57.1 µM],20%,4%,-12%,-7%,13%,-4%
CN(C)CCCN(C(=O)c1ccc(Br)s1)c1nc2ccc(F)cc2s1,-2%,?,11%,27%,-4%,0%,-7%,4%,-19%
COc1ccc(N2CCN(S(=O)(=O)c3ccc4c(c3)NC(=O)C(C)S4)CC2)cc1 (stereo unspecified),-10%,10%,5%,26%,6%,-9%,8%,-19%,-16%
CC(=O)c1ccc(NC(=O)C(C)OC(=O)CCCN=C2NS(=O)(=O)c3ccccc32)cc1 (stereo unspecified),-3%,-5%,9%,6%,-9%,-6%,-2%,16%,-17%
c1ccc2c(c1)oc1c(NCCN3CCOCC3)ncnc12,-9%,-21%,40%[activator],-5%,-6%,2%,-5%,21%,-15%
COc1ccc(C(=O)N/C(=C\c2ccccc2)C(=O)NCc2cccnc2)cc1,6%,6%,4%,1%,-3%,-2%,6%,11%,-11%
CCOC(=O)c1c(N)n(-c2cc(C)cc(C)c2)c2nc3ccccc3nc12,-4%,-24%,21%,12%,-1%,0%,2%,1%,-11%
C[C@H]1CN([C@@H](C)CO)C(=O)Cc2cc(NS(C)(=O)=O)ccc2O[C@@H]1CN(C)CC1CC1,-6%,13%,5%,59%[activator],-1%,3%,31%[activator],-1%,3%
Cc1cc(CN2CCCCC2C(=O)Nc2ccc(Oc3cccnc3)cc2)oc1C (stereo unspecified),i,191%[activator],-21%,19%,5%,11%,2%,-8%,-18%
O=C(N/N=C/c1cccnc1)c1ccccc1NS(=O)(=O)c1cccs1,4%,0%,2%[57.1 µM],31%,-1%,-4%,6%,8%,-11%
CCCn1c(SCC(=O)Nc2ccc3c(c2)OCCO3)n[nH]c1=O,-2%,-3%,-8%,27%,-18%,-9%,-10%,-23%,-8%
CC(C)C(=O)Nc1cccnc1,-9%,0%,9%[2.29 µM],28%,9%,-2%,-2%,13%,-20%
O=C(NNC(=O)c1ccc(SCC2CCCO2)c([N+](=O)[O-])c1)c1ccc(Cl)c([N+](=O)[O-])c1 (stereo unspecified),-1%,2%,-1%[57.1 µM],11%,9%,3%,4%,11%,-14%
Oc1ccc(/C=N/NC2=NCCCCC2)c(O)c1,-2%,-7%,3%,30%,-2%,-2%,16%,-14%,-14%
Cc1cccnc1NC(=O)Nc1cccc(C(F)(F)F)c1,8%,-1%,10%,22%,-9%,3%,1%,4%,-33%
COc1ccc(OC)c(C2=Nn3c(nnc3-c3ccncc3)SC2)c1,-2%,5%,9%,-7%,0%,3%,-7%,-8%,-18%
CSc1ccccc1C(=O)C1CCCN(C(=O)CCc2cccnc2)C1 (stereo unspecified),-3%,62%[activator],11%,45%[activator],-8%,0%,-9%,-4%,-9%
Cc1cc(=O)oc2cc(OC(C)C(=O)Nc3ccc(N4CCCCC4)cc3)ccc12 (stereo unspecified),-4%,0%,11%,-16%,10%,?,16%,17%,-9%
COC(=O)c1cnc2c(c1C(=O)OC)c(=O)n(C)c(=O)n2C,i,16%,2%,0%,/,0%,7%,9%,-18%
O=C(N(c1ccccn1)c1ccccn1)C12CC3CC(CC(Cl)(C3)C1)C2,-5%,107%,27%[57.1 µM],18%,-5%,-4%,0%,4%,5%
CCC(C)Sc1nc2c(c(=O)[nH]c(=O)n2C)n1C (stereo unspecified),-9%,-29%,13%,10%,-5%,-3%,-2%,-10%,?

# Screening data from PubChem BioAssay.
